Bioassay records: PubChem, The Scripps Research Institute Molecular Screening Center
PAFAH1B3 inh: blocks human PAF acetylhydrolase 1B catalytic subunit 3; Q15102; recombinant PAFAH1B3, FP-rhodamine probe, fluorescence polarization; inhibition, % at 3.39 µM; actives 0.28% (n = 340,000);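 active = inhibition above the screen-wide average of all tested compounds plus 3 SD, cut at about 25% in these data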;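 also: 0% = enzyme with DMSO only and 100% = wells lacking PAFAH1B3 protein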
LYPLA1 counter: LYPLA1 (human) inhibition in PME1 counter-screen; actives 0.16% (n = 320,000); inhibition, % at 5.9 µM; O75608; recombinant LYPLA1, FP-Rh probe fluorescence polarization;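 active = inhibition above the mean of all tested compounds plus 3 SD, set per campaign, cut at about 14% in these data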;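 also: inhibitors block serine hydrolase probe labeling of LYPLA1 so polarization falls; 0% = enzyme with DMSO and 100% = wells lacking LYPLA1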
GSTO1 counter: blocks human GSTO1 in RBBP9 counter-screen | P78417 | recombinant GSTO1, activity-based probe fluorescence polarization | AID 1974 | actives 1.1% (n = 300,000) | inhibition, % at 5.96 µM;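 active = inhibition above the campaign mean inhibition plus 3 SD, cut at about 35% in these data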;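 also: 0% = GSTO1-1 with DMSO and 100% = wells lacking GSTO1-1 enzyme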
Target sequence (P78417 whole entry, looked up): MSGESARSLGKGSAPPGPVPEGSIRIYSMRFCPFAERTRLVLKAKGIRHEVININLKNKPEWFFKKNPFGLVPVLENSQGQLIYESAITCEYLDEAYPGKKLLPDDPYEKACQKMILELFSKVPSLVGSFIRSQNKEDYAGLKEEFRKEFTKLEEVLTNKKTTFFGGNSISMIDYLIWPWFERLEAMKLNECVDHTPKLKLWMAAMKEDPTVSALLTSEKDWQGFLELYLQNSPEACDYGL
PREPL inh: human PREPL enzyme inhibition. Q4J6C6. recombinant PREPL, fluorescence polarization activity-based probe. inhibition, % at 5.96 µM. actives 0.68% (n = 320,000). AID 2751; in the data active = inhibition above about 43%;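 also: 0% = enzyme with DMSO and 100% = wells lacking enzyme; many of its hits are not listed in these tables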
PAFAH1B2 inh: blocks human PAF acetylhydrolase 1b catalytic subunit 2 | actives 1.2% (n = 340,000) | inhibition, % at 3.39 µM | recombinant PAFAH1B2, FP-rhodamine activity probe, fluorescence polarization | AID 492953 | P68402;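 active = inhibition above the mean of all tested compounds plus 3 SD, cut at about 24% in these data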;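 also: 0% = enzyme with DMSO and 100% = wells lacking PAFAH1B2; many of its hits are not listed in these tables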
Target sequence (P68402 whole entry, looked up): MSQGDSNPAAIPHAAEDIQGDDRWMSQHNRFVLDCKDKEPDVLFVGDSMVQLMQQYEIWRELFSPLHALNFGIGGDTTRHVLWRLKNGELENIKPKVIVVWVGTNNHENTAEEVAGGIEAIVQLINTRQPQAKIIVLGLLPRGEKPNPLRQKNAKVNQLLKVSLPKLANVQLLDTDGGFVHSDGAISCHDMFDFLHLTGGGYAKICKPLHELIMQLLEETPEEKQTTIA
LYPLA2 counter: LYPLA2 (human) inhibition in PME1 counter-screen; recombinant LYPLA2, FP-Rh probe fluorescence polarization; inhibition, % at 5.9 µM; actives 0.38% (n = 320,000);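 active = inhibition above the screen-wide mean plus 3 SD, limit set per campaign, cut at about 26% in these data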;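 also: 0% = LYPLA2 with DMSO and 100% = wells lacking LYPLA2 enzyme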
PME-1 primary: blocks human protein phosphatase methylesterase 1; Q9Y570; inhibition, % at 5.9 µM; actives 0.53% (n = 320,000); recombinant PME-1, FP-Rh probe fluorescence polarization;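 active = inhibition above the campaign mean of all compounds plus 3 SD, cut at about 26% in these data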;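 also: competitive labeling of PME-1 active site by serine hydrolase directed probe; 0% = PME-1 with DMSO and 100% = wells lacking PME-1 enzyme; inhibitors block probe labeling so polarization falls and inhibition rises; many of its hits are not listed in these tables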
PAD4 inh: inhibitors of human PAD4. actives 0.41% (n = 330,000). inhibition, % at 6.36 µM. recombinant PAD4, RCA probe fluorescence polarization. Q9UM07;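 active = percent inhibition above a cutoff equal to the mean of all tested compounds plus 3 SD, cut at about 15% in these data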;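 also: 0% = PAD4 with RCA probe and DMSO and 100% = probe without PAD4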
pPAFAH FP inh: pPAFAH (human) enzyme inhibition. Q13093. inhibition, % at 3.39 µM. recombinant pPAFAH, FP-rhodamine probe fluorescence polarization. actives 1.5% (n = 330,000). AID 463082;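 active = inhibition above the mean inhibition across the screen plus 3 SD, cut at about 25% in these data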;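 also: inhibitors block binding of the rhodamine activity-based probe so polarization drops; 0% = enzyme with DMSO and 100% = wells lacking pPAFAH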
Target sequence (Q13093 whole entry, looked up): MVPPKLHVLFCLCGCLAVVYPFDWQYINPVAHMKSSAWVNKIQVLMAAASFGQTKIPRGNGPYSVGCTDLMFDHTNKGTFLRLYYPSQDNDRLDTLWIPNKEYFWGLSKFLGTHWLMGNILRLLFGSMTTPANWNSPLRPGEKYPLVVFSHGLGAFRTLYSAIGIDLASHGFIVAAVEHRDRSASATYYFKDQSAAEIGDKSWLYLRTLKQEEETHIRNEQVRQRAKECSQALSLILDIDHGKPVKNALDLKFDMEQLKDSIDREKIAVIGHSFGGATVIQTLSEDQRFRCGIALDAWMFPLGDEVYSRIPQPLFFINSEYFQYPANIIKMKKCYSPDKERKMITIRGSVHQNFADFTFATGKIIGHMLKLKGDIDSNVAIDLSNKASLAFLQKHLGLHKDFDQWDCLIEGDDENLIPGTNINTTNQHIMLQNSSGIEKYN
* hit, by the source's call; · = not tested or not shown.

The line under a structure holds: PAFAH1B3 inh	LYPLA1 counter	GSTO1 counter	PREPL inh	PAFAH1B2 inh	LYPLA2 counter	PME-1 primary	PAD4 inh	pPAFAH FP inh
- CCN(CC)S(=O)(=O)c1ccc(N2CC(C(=O)NCc3cccnc3)CC2=O)cc1 (configuration not stated)
 : -3	-4	4	-4	0	-2	3	1	5
- O=C1OCC/C1=C\c1ccccc1
 : 2	-1	-1	-5	1	-4	-9	-4	-6
- CC(C)N1CC(O)=C(c2nc3ccccc3c(=O)[nH]2)C1=N
 : 1	-2	-8	1	-1	-2	5	2	7
- COc1cc(COCC(O)CN2CCOCC2)cc(OC)c1OC (configuration not stated)
 : 13	0	-2	0	4	4	6	-7	-3
- CC(NC(=O)C1CCCN1S(=O)(=O)c1ccccc1)c1ccccc1 (configuration not stated)
 : -3	3	2	14	5	4	4	1	5
- O=C(O)CC1c2ccccc2CCN1S(=O)(=O)c1cccs1 (configuration not stated)
 : ·	2	9	0	·	1	1	-1	8
- CCOC(=O)c1ccc(-c2cccc(-c3cc(=O)oc4cc(OC)cc(OC)c34)c2)cc1
 : 3	·	·	·	1	·	·	-2	2
- O=C(c1ccc(Cl)c(S(=O)(=O)N2CCCCCC2)c1)N1CCCC(C(F)(F)F)C1 (configuration not stated)
 : 5	-4	9	4	0	-5	-1	1	3
- CCCCN(C(=O)c1[nH]c(C)c(C(=O)OCC)c1C)c1c(N)n(CCCC)c(=O)[nH]c1=O
 : 1	1	1	-4	4	2	-7	-1	3
- O=C1/C(=C/c2cccc(O)c2)SC(=S)N1CC1CCCO1 (configuration not stated)
 : 2	-2	4	-1	0	-1	-1	1	6
- O=C(COC(=O)/C=C/c1ccc(S(=O)(=O)N2CCOCC2)cc1)NCc1ccccc1
 : 2	-1	3	10	0	-3	0	1	3
- Cc1cccc(-n2ccc(=O)c(C(=O)O)n2)c1
 : 8	4	5	-2	10	4	-4	-2	4
- CC1CC1C(=O)Nc1nc2ccc(S(C)(=O)=O)cc2s1 (configuration not stated)
 : -1	3	-3	2	-3	0	-3	-6	-4
- CC(C)CC(OC(=O)c1ccc(Cl)nc1)C(=O)NC1CCCC1 (configuration not stated)
 : 2	0	1	0	8	3	-4	-3	4
- S=C(NCc1ccco1)N1CCN(C(c2ccccc2)c2ccccc2)CC1
 : 4	-5	0	9	4	-8	-8	-6	0
- Brc1ccc(-c2nn[nH]n2)cc1
 : 4	2	7	7	5	3	-5	-10	-7
- CCOc1ncccc1C(=O)Nc1c(C)n(C)n(-c2ccccc2)c1=O
 : 7	-2	1	0	-1	-2	-1	2	-5
- Cc1ccccc1C(=O)Nc1c(C(=O)N2CCCC2)cnn1-c1ccccc1
 : 4	0	-5	3	3	-2	-3	-3	15
- CCC1CCCCN1CCNS(=O)(=O)c1ccc2c(c1)CCN2C(C)=O (configuration not stated)
 : 4	2	-2	7	-3	4	-7	0	5
- CCn1c(CC(=O)Nc2ccccc2F)nnc1SCC(=O)NC1CCCCC1
 : 3	1	-6	8	7	0	0	2	1
- O=C(CN1CCN(Cc2cccc(Cl)c2)C1=O)NCC1CCCO1 (configuration not stated)
 : 1	1	2	2	6	5	-3	-8	4
- CC(=O)C1=C(C)OC(N)=C(C#N)C1c1cccc2ccccc12 (configuration not stated)
 : -1	-3	7	-2	6	-6	9	6	3
- CCCc1cc(C(=O)Nc2ccc(C)cc2)no1
 : -5	0	2	4	5	1	4	4	9
- O=C(CC(=O)Nc1cccc(Cl)c1)N/N=C\c1ccccc1
 : 8	0	10	-23	2	1	-10	-4	-3
- O=Cc1cn(CCC(=O)O)nc1-c1cccc(Cl)c1
 : 8	1	0	4	15	-8	-3	-8	-4
- CCCNC(=O)Cn1c(=O)n(CC(=O)N2CCCCC2)c(=O)c2sccc21
 : 4	-2	-1	7	3	4	1	0	6
- Cc1ccc(S(=O)(=O)N2CCC(C(=O)OCC(=O)N(Cc3ccccc3)C(C)(C)C)CC2)cc1C
 : -2	-3	-2	9	2	-4	12	-1	3
- CC(=O)NC1CC2CCCC(C1)N2CC(=O)Nc1ccccc1 (configuration not stated)
 : 3	-2	-10	-1	-1	-5	4	2	1
- CCN(CC(=O)Nc1c(F)cccc1F)C(=O)CCOc1ccccc1
 : 7	-1	-8	8	1	-2	-2	-9	-5
- CN(C)S(=O)(=O)c1ccc(C(=O)OCCN=C2NS(=O)(=O)c3ccccc32)cc1
 : 5	2	-1	1	2	5	11	-1	6
- COc1ccc(N2CCN(C(=O)COC(=O)Cc3ccc(F)cc3)CC2)cc1
 : -2	1	7	2	5	1	-2	3	7
- Cc1ccc(CNC(=O)NC23CC4CC(CC(C4)C2)C3)cc1
 : -1	0	4	4	10	-9	3	3	3
- O=C(CCc1ccccc1)NNC(=O)c1ccc(F)cc1
 : -1	1	-10	-5	-1	-3	-3	-7	-3
- COc1ccc(NC(=O)CCN2C(=O)c3cccc([N+](=O)[O-])c3C2=O)cc1
 : 2	4	4	-6	-4	1	-3	-2	2
- Cc1ncc([N+](=O)[O-])n1CCOC(=O)c1ccc(Cl)cc1Cl
 : 1	2	-4	-4	-1	14	1	-3	4
- O=C(CCNS(=O)(=O)c1ccccc1C(F)(F)F)NCCCN1CCOCC1
 : -2	·	·	-1	2	·	·	-2	-3
- CCn1cc(C(=O)Nc2cccc(NC(C)=O)c2)c2cc(OC)c(OC)cc2c1=O
 : -7	1	-3	-1	-4	3	5	1	-2
- CSCC(=O)Nc1cc(C)on1
 : 13	0	0	-2	0	-3	1	-5	-1
- O=C(NC(=O)c1cc([N+](=O)[O-])ccc1Cl)C1=C(N2CCCC2)COC1=O
 : -1	·	·	-3	-6	·	·	-4	1
- O=C(O)CCC(=O)N1N=C(c2ccccc2)CC1c1cccs1 (configuration not stated)
 : 2	0	-1	-1	1	-1	0	1	2
- COc1ccc(OC)c(S(=O)(=O)n2nnc3ccccc32)c1
 : 3	0	4	3	8	2	5	5	0
- COc1ccc(-c2cc(-c3ccccc3)c(C#N)c(S(C)=O)n2)cc1 (configuration not stated)
 : -11	-7	-32	0	1	0	3	-2	12
- Cc1ccc(NC(=O)CN(C)S(=O)(=O)c2cccc3nsnc23)cc1Cl
 : 6	-5	-5	-1	7	-1	-12	6	-1
- Cc1ccc(COC(=O)c2nn(-c3ccccc3)nc2N)cc1
 : 5	-5	-15	-18	-2	-2	-7	-1	2
- O=S(=O)(c1ccc(-c2ccon2)s1)N1CCCC1
 : -4	0	3	1	1	1	-3	1	4

Looked up by structure from the entries so far (4):
The line under a structure holds: PAFAH1B3 inh	LYPLA1 counter	GSTO1 counter	PREPL inh	PAFAH1B2 inh	LYPLA2 counter	PME-1 primary	PAD4 inh	pPAFAH FP inh
- COc1ccc(OC)c(S(=O)(=O)n2nnc3ccccc32)c1
 : 3	0	4	3	8	2	5	5	0
- O=C(CCc1ccccc1)NNC(=O)c1ccc(F)cc1
 : -1	1	-10	-5	-1	-3	-3	-7	-3
- O=S(=O)(c1ccc(-c2ccon2)s1)N1CCCC1
 : -4	0	3	1	1	1	-3	1	4
- COc1ccc(-c2cc(-c3ccccc3)c(C#N)c(S(C)=O)n2)cc1 (configuration not stated)
 : -11	-7	-32	0	1	0	3	-2	12

The listing picks up with the 7 entries that preceded the break.
The line under a structure holds: PAFAH1B3 inh	LYPLA1 counter	GSTO1 counter	PREPL inh	PAFAH1B2 inh	LYPLA2 counter	PME-1 primary	PAD4 inh	pPAFAH FP inh
- O=C(NC(=O)c1cc([N+](=O)[O-])ccc1Cl)C1=C(N2CCCC2)COC1=O
 : -1	·	·	-3	-6	·	·	-4	1
- O=C(O)CCC(=O)N1N=C(c2ccccc2)CC1c1cccs1 (configuration not stated)
 : 2	0	-1	-1	1	-1	0	1	2
- COc1ccc(OC)c(S(=O)(=O)n2nnc3ccccc32)c1
 : 3	0	4	3	8	2	5	5	0
- COc1ccc(-c2cc(-c3ccccc3)c(C#N)c(S(C)=O)n2)cc1 (configuration not stated)
 : -11	-7	-32	0	1	0	3	-2	12
- Cc1ccc(NC(=O)CN(C)S(=O)(=O)c2cccc3nsnc23)cc1Cl
 : 6	-5	-5	-1	7	-1	-12	6	-1
- Cc1ccc(COC(=O)c2nn(-c3ccccc3)nc2N)cc1
 : 5	-5	-15	-18	-2	-2	-7	-1	2
- O=S(=O)(c1ccc(-c2ccon2)s1)N1CCCC1
 : -4	0	3	1	1	1	-3	1	4
- CN(C)C(=O)/C=C\c1cn(-c2ccccc2)nc1-c1ccc2c(c1)OCCO2
 : 2	-4	-5	-7	-4	-8	-3	0	-1
- CS(=O)(=O)c1ccc(C(=O)Nc2ccccc2Cl)cc1
 : -2	-1	8	2	3	-2	0	1	3
- COc1cccc(CNC(=O)c2cccs2)c1
 : -5	2	3	3	-4	1	-7	0	3
- CS(=O)(=O)c1ccc(Cl)c(NC(=O)CSc2nnc(C3CC3)n2C2CC2)c1
 : 9	-2	·	0	6	-2	-1	-3	-5
- Cc1ccc(NCc2n[nH]c(=S)n2-c2ccccc2)cc1Cl
 : 4	3	-3	-14	0	-7	6	-1	-1
- COc1ccc(C(=O)/C=C/c2ccccc2OC)c(OC(=O)c2ccc([N+](=O)[O-])cc2)c1
 : 1	-6	-1	11	2	-1	5	-7	-2
- N#CCCn1nc(-c2ccc(Cl)cc2)cc1Nc1ccccc1NC(=O)C(F)(F)F
 : 9	1	-6	20	3	2	4	-1	5
- C=CCn1c(SCC(=O)NCc2ccco2)nc2sc3c(c2c1=O)CCCC3
 : 3	0	-3	23	1	3	-2	-4	-4
- CC1(C)NC(=O)N(CC(O)COc2ccc(N3C(=O)c4ccccc4C3=O)cc2)C1=O (configuration not stated)
 : 2	1	6	-5	5	5	-7	0	2
- C=CCNC(=S)NC(=O)c1csc([N+](=O)[O-])c1
 : 1	1	20	3	-4	-6	2	0	1
- O=C(C#Cc1cccc([N+](=O)[O-])c1)c1ccccc1
 : 1	-5	5	3	-3	-5	0	0	4
- NC(CO)C12CC3CC(CC(C3)C1)C2 (configuration not stated)
 : -3	1	0	-12	-1	1	-1	3	0
- O=C(NCc1cnc2ccccn12)C1CCC(=O)N(Cc2cccc(F)c2)C1 (configuration not stated)
 : 4	3	-4	11	0	5	8	-6	0
- O=c1c(F)cn(C2CCCO2)c(=O)n1Cc1c(Cl)cccc1Cl (configuration not stated)
 : 6	4	-2	11	3	0	5	-4	4
- COCC(C)N=CC1=C(O)CC(C)(C)CC1=O (configuration not stated)
 : 10	0	-7	-5	7	2	-4	-2	6
- O=C(NCC(c1cccs1)N1CCOCC1)c1ccc(Cl)c(S(=O)(=O)N2CCOCC2)c1 (configuration not stated)
 : 4	4	-4	12	0	2	-1	-11	-3

Only part of the results is shown. The share of hits here may be higher or lower than overall.
